Screening data deposited in PubChem BioAssay by several laboratories.
HIF-2a block: HIF-2a reporter inhibitors, primary screen, luminescence, 786-0 RCC cells; inhibition, % at 18.8 µM; AID 624352, 2012; 786-0 RCC cells HIF-2a reporter, luciferase luminescence, overnight; hit rate 0.72% among 360,000;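 active = inhibition of the luminescence signal of 40% or more relative to plate controls, in a single-dose primary screen at 18.75 µM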
NR2E3 ag-1: NR2E3 agonists in two-hybrid cells, primary screen, cell-based, luminescence, CHO-S, Gal4-NCOR/VP16-NR2E3; inhibition of corepressor binding, % at 3.98 µM; AID 602229, 2012; Photoreceptor-specific nuclear receptor (Homo sapiens), Q9Y5X4; luciferase; hit rate 0.35% among 360,000;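 active = inhibition above the mean of all tested compounds plus 3 SD, cut at about 70% in these data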;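 note: 0% = DMSO with NR2E3 transfected cells and 100% = cells lacking NR2E3 construct; higher means lower luciferase signal from less NR2E3 corepressor binding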
Target sequence (Q9Y5X4 whole entry, looked up, the tested form may be a part): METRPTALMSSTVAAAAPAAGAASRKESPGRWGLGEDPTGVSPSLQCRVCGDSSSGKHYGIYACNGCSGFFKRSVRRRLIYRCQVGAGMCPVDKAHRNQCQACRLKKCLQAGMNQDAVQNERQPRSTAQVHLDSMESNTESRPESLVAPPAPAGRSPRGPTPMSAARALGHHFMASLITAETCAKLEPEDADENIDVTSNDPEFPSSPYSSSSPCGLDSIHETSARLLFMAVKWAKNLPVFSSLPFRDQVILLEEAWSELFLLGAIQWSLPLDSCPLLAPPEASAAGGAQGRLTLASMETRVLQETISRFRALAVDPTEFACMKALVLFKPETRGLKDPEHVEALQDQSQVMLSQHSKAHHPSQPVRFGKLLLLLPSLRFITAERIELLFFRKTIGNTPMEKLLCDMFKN
CF NFkB inh: inhibitors of PAF-induced NF-kB signaling, primary screen, cell-based, GFP fluorescence, uHTS; KKLEB NF-kB-GFP reporter, GFP fluorescence overnight; inhibition, % at 5 µM; AID 588850, 2011; hit rate 0.86% among 360,000;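 active = at least 50% inhibition at 5 µM, scaled per plate between neutral and stimulator controls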;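 note: PAF is a Pseudomonas aeruginosa culture filtrate used as stimulus; plate controls were PAF-stimulated DMSO wells for no effect and unstimulated DMSO wells for full effect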
hiPSC survival: enhancers of single-cell hiPSC survival, primary screen, ATPlite luminescence; 100% = ROCK inhibitor wells, 0% = DMSO; survival enhancement, % at 20 µM; hit rate 0.044% among 360,000; AID 602274, 2012; in the data active = survival enhancement above about 18%;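 note: cells exposed to compounds for 16 hours before the ATP read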
Shn3 3UTR inh: reduction of Shn3 3'UTR firefly luciferase signal, primary screen, Schnurri-3 inhibitor project, cell-based, Clone20 osteoblasts, set 2. AID 588674, 2011. Clone20 osteoblast Shn3 3'UTR firefly luciferase, 24 h. hit rate 0.52% among 360,000. inhibition, % at 12.5 µM;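 active = mean inhibition of at least 75% with every replicate also reaching 75%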;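 note: 0% = median of neutral control wells and 100% = pilot-screen positive control compound; some compounds past the cut are filed as inactive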
aDG glyco act: activators of alpha-DG glycosylation, primary screen, uHTS, Pro5-aDG cells, AlphaScreen | activation, % at 10 µM | hit rate 0.22% among 360,000 | alpha-DG glycosylation AlphaScreen (IIH6); 0% Pro5, 100% B10-LARGE cell signal;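 active = activation of at least 8% versus controls, or a plate z-score of at least 8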;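 note: Pro5 are CHO cells carrying HIG-tagged alpha-DG that lacks glycosylation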
TRPM1 prom inh: inhibitors of MITF-dependent TRPM1 promoter reporter, primary screen, cell-based, SK-MEL-5, single point, luciferase | SK-MEL-5 TRPM1 promoter luciferase, 24 h | inhibition, % at 12.5 µM | hit rate 0.83% among 330,000 | AID 488899, 2010;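 active = mean inhibition across replicates of 60% or more, whatever share of single replicates reaches that level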; note: values of inactives mirror those of a sister screen read the other way
Peg3 promoter: Peg3 promoter-driven luciferase inhibitors, primary screen, cell-based, HeLa, luciferase luminescence; hit rate 1.7% among 360,000; HeLa PEG-Prom luciferase reporter, overnight; inhibition, % at 20 µM;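 active = inhibition of at least 50% at 20 µM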
TWEAK-Fn14 inh: inhibitors of TWEAK-Fn14 signaling, primary screen, luciferase reporter cells, uHTS. TWEAK-stimulated Fn14 reporter cells, luciferase luminescence, 8 h. inhibition, % at 10 µM. hit rate 2% among 360,000; in the data active = inhibition above about 50%
NR2E3 ag-2: inhibitors of NR2E3-RetCOR corepressor binding, primary screen, NR2E3 agonist project, biochemical, TR-FRET, GST-NR2E3, biotin-RetCOR | hit rate 0.12% among 320,000 | 1536-well | Photoreceptor-specific nuclear receptor (Homo sapiens), Q9Y5X4 | AID 2300, 2010 | inhibition of corepressor binding, % at 4.78 µM;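 active = percent inhibition above the cutoff of mean plus 3 SD of all tested compounds, set per screening campaign, cut at about 20% in these data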;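 note: 0% = DMSO wells and 100% = biotin wells as full block of FRET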
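Material – GST-tagged NR2E3 plus biotinylated RetCOR corepressor · Quantity – NR2E3 fusion 1.35 nM · Times – 5 h incubation at 4 °C · Medium – pH 7.5 Tris-based buffer · Technique – TR-FRET, Eu(K)-anti-GST donor, streptavidin-D2 acceptor, ex 340, em 617/671 nm · Benchmarks – high control biotin, low control 0.6% DMSO · Format – 1536-well plates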
KKLEB tox: cytotoxicity in KKLEB CF airway cells, primary screen, cytotoxicity control for CF NF-kB inhibitor project, cell-based, uHTS, fluorescence assay plates; KKLEB CF airway cells viability, ATPlite luminescence, overnight; active compounds read low; cells stimulated with P. aeruginosa culture filtrate; activity change (cytotoxicity), % at 5 µM; hit rate 0.36% among 360,000; AID 602141, 2011;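 active = corrected activity change at or below -50% at 5 µM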
The depositor's hits bear a star; . = not tested or not shown.

| SMILES | HIF-2a block | NR2E3 ag-1 | CF NFkB inh | hiPSC survival | Shn3 3UTR inh | aDG glyco act | TRPM1 prom inh | Peg3 promoter | TWEAK-Fn14 inh | NR2E3 ag-2 | KKLEB tox |
| --- | --- | --- | --- | --- | --- | --- | --- | --- | --- | --- | --- |
| N#CCSc1nnc(-c2ccc(F)cc2)n1N | 7 | -23 | -1 | 0.2 | -12 | 0.0 | 4 | -4 | 14 | 3 | 18 |
| Cc1cccc(N2CCN(S(=O)(=O)c3c(C(=O)N4CCCCC4)c(C)n(C)c3C)CC2)c1C | 7 | -13 | -10 | -0.1 | -14 | 0.0 | 0 | 0 | -4 | 2 | 4 |
| N=c1ccn(Cc2ccc(Cl)c(Cl)c2)cc1 | 19 | 16 | 7 | -3.4 | 8 | -0.1 | 32 | 19 | 17 | 1 | -2 |
| CCNC(=O)N1C(=O)C2(OCCO2)c2cc(Br)ccc21 | 8 | -8 | 0 | -2.0 | -6 | -0.2 | 1 | 4 | 3 | 2 | -4 |
| CN(C)CCNc1cccc2sc3ccc(O)cc3c(=O)c12 | 43* | -8 | -66 | -1.7 | -36 | 0.1 | . | 99* | -77 | . | -29 |
| Cc1cc(N2CCOCC2)ccc1/C=C1\NC(=O)N(CC(=O)Nc2ccc(F)cc2)C1=O | -138 | -26 | -4 | -1.1 | -23 | -0.3 | -32 | -145 | -29 | 2 | 8 |
| COc1cc(/C=C(\C#N)C(=O)NCC2CCCO2)ccc1OC(C)C (stereo not drawn) | 18 | 4 | -14 | -0.9 | 9 | 0.0 | -19 | 3 | -3 | 1 | 5 |
| Cc1ccccc1NC(=O)c1ccc(NS(=O)(=O)c2cc(C(C)(C)C)cc(C)c2C)cc1 | -11 | -13 | -14 | -0.4 | 34 | 0.2 | -3 | 23 | 52* | -1 | -7 |
| C=CCn1c(=NC(=O)C2CCCCC2)sc2cc(NC(C)=O)ccc21 | -5 | 6 | 46 | -2.2 | 15 | 0.4 | . | 20 | 2 | 2 | -36 |
| CC(C)CCNC(=O)C1(c2cccs2)CCOCC1 | 13 | 24 | -16 | -0.1 | 12 | -0.3 | -11 | 30 | -4 | 1 | -8 |
| CC1(OC(=O)CCc2ccccc2)C(=O)C=C2C=C(c3ccc(C#N)cc3)N(CCc3ccccn3)C=C2C1=O (stereo not drawn) | -1 | -6 | 26 | -1.7 | 16 | 0.2 | 10 | -15 | 1 | 1 | -20 |
| CCOc1ccc(OCCNCc2ccc(OC(C)C(=O)N(C)C)c(OCC)c2)cc1 (stereo not drawn) | 12 | -3 | 11 | -0.3 | 9 | 0.3 | 3 | 1 | 10 | 5 | 4 |
| O=C(Cc1ccccc1)N/N=C/c1cccnc1 | 7 | -39 | -18 | 0.5 | 2 | -0.1 | 9 | 7 | 8 | -1 | 17 |
| O=C(NNC(=S)NC(=O)c1ccco1)c1ccc(NC(=O)c2ccccc2)cc1 | 3 | 8 | 6 | -0.7 | 12 | 1.0 | 22 | 3 | 2 | 2 | 2 |
| COC(=O)C1CCN(C(=O)c2ccc3oc(Cc4ccc(Cl)cc4)nc3c2)CC1 | -12 | 15 | -1 | -0.4 | 12 | 0.8 | -4 | 18 | -11 | -3 | -1 |
| O=C(CNC(=O)c1ccc2c(c1)OCO2)N/N=C/c1cccc([N+](=O)[O-])c1 | 9 | -10 | -7 | -0.2 | -59 | 0.2 | -1 | 2 | -7 | 0 | -2 |
| Cc1ccc(S(=O)(=O)NNC(=O)CCCCC(=O)NNS(=O)(=O)c2ccc(C)cc2)cc1 | 3 | -14 | -11 | 3.0 | -30 | 0.4 | -4 | 13 | -1 | 4 | 7 |
| COc1ccc(C(=O)N/C(=C\c2cn(S(=O)(=O)N(C)C)c3ccccc23)C(=O)NCCN2CCOCC2)cc1OC | 3 | -28 | 13 | 0.0 | 6 | 0.4 | 5 | -14 | -10 | -2 | 0 |
| O=C(CSc1nnc(-c2ccccc2F)n1C1CC1)Nc1cccnc1Cl | 19 | -3 | 12 | 5.0 | 8 | -0.1 | 5 | 12 | -13 | -1 | -1 |
| CCCC1=Nc2cc(C(=O)NCCCN3CCOCC3)ccc2Sc2ccccc21 | -1 | -13 | 6 | 0.1 | -2 | 0.1 | 5 | 5 | -6 | 1 | -7 |
| CCOC(=O)CNC(=O)C12CC3CC(C1)CC(c1ccc(C)cc1)(C3)C2 | 17 | 12 | -10 | -0.2 | -5 | -0.2 | 0 | 1 | 0 | 4 | 6 |
| Cc1ccc(S(=O)(=O)N2CC(=O)NC(=O)C2)cc1 | 9 | 1 | -1 | -0.5 | -4 | -0.2 | 7 | 4 | 33 | 5 | 8 |
| CN(Cc1ccccc1)C(=O)COC(=O)c1ccc(Cl)c(N)c1 | 7 | 9 | 1 | -1.3 | -18 | -0.1 | 8 | -9 | 1 | 1 | 14 |
| C1CCC(CNc2c3c(nc4nnnn24)CCCC3)CC1 | 20 | -10 | 5 | -0.8 | 20 | 0.1 | 6 | 12 | -11 | 1 | -3 |
| CCCCN(C(=O)c1ccc([N+](=O)[O-])s1)c1c(N)n(CCCC)c(=O)[nH]c1=O | -6 | -14 | 20 | -0.3 | -13 | 0.0 | 23 | -8 | 15 | 6 | 4 |
| O=C(O)c1ccc(COCC(F)(F)C(F)F)o1 | 10 | -34 | 8 | 0.0 | 6 | 0.1 | -6 | 7 | -15 | 3 | -25 |
| CC12CC(O)C3C(CCC4=CC(=O)CCC43C)C1CCC2=CCO (stereo not drawn) | 18 | 5 | 12 | 0.4 | 15 | 0.3 | 6 | 11 | -21 | . | -27 |
| Cc1csc(-c2cnn(-c3ccccc3)c2NC(=O)c2cccc(F)c2)n1 | -17 | -24 | 10 | 2.2 | -28 | 0.0 | -8 | -11 | 8 | 1 | -1 |
| CCS(=O)(=O)N1Cc2ccccc2CC1C(=O)N(C)CC(=O)Nc1ccc(OC)cc1 (stereo not drawn) | 7 | -2 | 0 | -0.3 | 1 | 0.0 | . | -14 | -26 | 0 | 2 |
| COc1ccccc1NC(=O)CN1CCC(n2nnc3cc(F)ccc32)CC1 | 22 | -12 | 4 | 6.4 | 12 | 0.1 | -16 | 2 | 7 | 1 | 1 |
| CC1CCN(S(=O)(=O)c2ccc(NC(=O)CCNC(=O)c3ccc(Cl)cc3)cc2)CC1 | 6 | -11 | -12 | -0.5 | 10 | -0.2 | -8 | 10 | 1 | . | 5 |
| Cc1cccc(N2CCN(C(=S)c3ccc(-c4ccccc4[N+](=O)[O-])o3)CC2)c1 | -22 | -63 | 25 | 1.0 | 28 | -0.4 | -3 | 2 | 5 | -3 | -12 |
| S=c1[nH]cc(-c2ccccc2)n1-c1ccccc1 | -24 | -21 | 6 | 0.8 | 9 | -0.2 | 8 | -15 | 0 | 1 | 2 |
| COc1ccc(C(C(=O)NC2CCCC2)N(C(=O)c2ccoc2C)c2ccc(C)cc2)cc1 (stereo not drawn) | -2 | -60 | 6 | -2.0 | 6 | 1.2 | -11 | 14 | -5 | 6 | -10 |
| COc1ccc(C(CC(=O)c2ccc(O)cc2)S(=O)(=O)c2ccc(C)cc2)cc1 (stereo not drawn) | -203 | -84 | -3 | -2.4 | -10 | 0.6 | -85 | -251 | -8 | 4 | 0 |
| O=C(Nc1cc(F)ccc1F)c1ccc2c(=O)n3c(nc2c1)CCC3 | -232 | -38 | 4 | -3.7 | -95 | 0.1 | . | -214 | -12 | . | -8 |
| COc1ccc(Cc2n[nH]c(=S)n(N)c2=O)cc1 | 10 | 4 | 12 | 3.1 | 3 | -0.2 | 1 | 9 | -17 | 0 | 8 |
| Cc1c(Cl)cccc1NC(=O)C1CCCN(S(C)(=O)=O)C1 (stereo not drawn) | 20 | -44 | 14 | 0.0 | -47 | -0.1 | -8 | 13 | 6 | . | -1 |
| CCn1c(=O)cc(N2CCN(C(=O)c3ccco3)CC2)[nH]c1=O | 10 | -3 | 5 | -0.6 | -21 | -0.1 | 9 | 11 | -1 | 4 | 11 |
| COc1ccccc1CCC(=O)OC(C)C(=O)Nc1c(C)n(C)n(-c2ccccc2)c1=O (stereo not drawn) | 10 | -9 | 25 | 0.8 | 9 | 0.0 | -12 | 2 | 0 | -1 | -13 |
| Cc1csc(SCC(=O)NC2CCC(C)CC2)n1 (stereo not drawn) | -43 | 6 | -4 | -0.4 | -22 | 0.0 | 2 | -12 | -2 | 4 | 14 |
| Cc1onc(-c2ccccc2)c1C(=O)N/N=C/c1ccco1 | 12 | -8 | -7 | -0.4 | 2 | 0.0 | -3 | 9 | 2 | -3 | 4 |
| Cc1cc(Nc2ccccc2)nn1C(=O)c1ccccc1 | -23 | -15 | 10 | -2.4 | -8 | -0.1 | 5 | -21 | 7 | 3 | -3 |
| CC(C)C(=O)C1=Cc2cc([N+](=O)[O-])ccc2OC1N1CCOCC1 (stereo not drawn) | 7 | 29 | 25 | 0.2 | 6 | 0.0 | 9 | 16 | -1 | . | -2 |
| COc1ccc(C(=O)NN)cc1 | -3 | -36 | 2 | -0.7 | 0 | -0.1 | 5 | -8 | 6 | 2 | 4 |
| O=C(COCC(=O)N1CCOCC1)N1CCOCC1 | 10 | 16 | 6 | -0.6 | -20 | -0.2 | 2 | 10 | -1 | 2 | 2 |
| COC(=O)C1CCN(C(=O)c2ccc(SC)cc2OC)CC1 | 5 | -12 | 10 | -1.6 | -4 | -0.2 | 1 | -2 | -10 | 1 | -3 |
| Cc1cccc(Oc2nc3ccccn3c(=O)c2/C=C(\C#N)C(=O)NC2CCS(=O)(=O)C2)c1 (stereo not drawn) | 9 | -17 | 16 | -0.7 | 6 | 0.0 | 8 | 11 | 10 | 4 | -5 |
| COc1cc(/C=C2/C(=O)CNC2=O)ccc1O | 19 | -2 | 5 | -1.4 | 7 | 0.3 | 1 | 10 | 9 | -1 | 15 |
| O=C1C2CCCN2C(=O)N1CCCN1CCN(c2cccc(Cl)c2)CC1 (stereo not drawn) | 12 | 6 | 3 | 0.6 | 17 | 0.0 | 21 | 8 | -16 | -1 | 1 |
| CCCCOc1ccc(Cc2c(Cl)nc(SC)nc2N2CCOCC2)cc1 | 24 | -32 | 14 | 0.8 | -2 | 0.2 | -5 | 9 | 16 | -2 | 0 |
